# Dynein cargo inh = inhibitors of GR-EGFP nuclear translocation, primary screen, dynein cargo transport inhibitor project, imaging, high-content, 3617.4 mouse cells; test concentration mostly 20 µM; stimulated with dexamethasone, 1 µM; hits give low values; z-score, hits read low; 220,000 compounds, 0.47% hits;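 active = plate z-score of nuclear minus cytoplasmic receptor signal below a set negative limit, without overly bright fluorescence or cell loss, cut at about -3.5 in these data, passing the limit was not always enough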;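 note: z-score of nuclear minus cytoplasmic ring GR-EGFP intensity difference per well; some compounds called inactive have numbers as strong as hits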
#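 Medium: Induction medium lacking tetracycline, stripped serum | Probe or stimulus: 1.0 µM final dexamethasone stimulus | Schedule: 48 h induction, then 1 h compound, then 30 min agonist, 37 °C | Signal: Automated 10x imaging of fixed Hoechst-stained cells | Evaluation: Per-cell GR-EGFP intensity, nucleus versus surrounding cytoplasmic ring, well-averaged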
# AID2073 = inhibitors of Mint1-CaV2.2 protein interaction, biochemical, HTRF (AID 2073); Voltage-dependent N-type calcium channel subunit alpha-1B (Homo sapiens); HTRF protein-protein interaction, Mint1-CaV2.2; higher % means a stronger effect; inhibition, % at 20 µM, or IC50 in µM where a hit was titrated; 290,000 compounds, 0.19% hits; in the data active = inhibition mostly above about 51%, no sharp cut-off; inconclusive = no clear call, values can overlap the other calls; inactive = mostly below about 53%; note: some results filed as inactive read as strong as hits
# GPR55 activation = GPR55 agonists via beta-arrestin recruitment, primary screen, imaging, U2OS cells, beta-arrestin-GFP redistribution (AID 1961) | G-protein coupled receptor 55 (Homo sapiens) | activation, % at 10 µM; hits with a dose series show EC50 in µM | U2OS GPR55 beta-arrestin-GFP redistribution imaging; higher % means a stronger effect | 290,000 compounds, 0.048% hits;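 active = activation above 40% with more than 50 cells counted in the well; inconclusive = wells holding fewer than 50 cells, flagged as toxic or sparse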;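 note: U2OS osteosarcoma cells stably expressing GPR55 and beta-arrestin-GFP; plate controls were DMSO negative control for no effect and LPI positive control for full effect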
# M1AAP inhibition = P. falciparum M1AAP inhibitors, biochemical, fluorogenic H-Leu-NHMec substrate, 1536-well (AID 1445); Aminopeptidase N (Plasmodium falciparum (isolate 3D7)); recombinant M1AAP, H-Leu-NHMec fluorogenic kinetic assay; higher % means a stronger effect; one-dose inhibition, % at 30 µM; IC50 in µM for titrated hits; 220,000 compounds, 0.42% hits;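 active = primary inhibition above the hit cutoff, then over 50% inhibition at one or more dose response concentrations, cut at about 23% in these data, passing the limit was not always enough; inconclusive = conflicting primary data, or primary hits not chosen for dose response; inactive = low primary inhibition, or under 50% at every dose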;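 note: plate controls were DMSO full reaction for no effect and no enzyme background for full effect; strong numbers were not always called active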
# KOR beta-arrestin-1 = KOR agonists, beta-arrestin recruitment, primary screen, cell-based, luminescence, uHTS (AID 1777); activation, % at 10 µM; hits with a dose series show EC50 in µM; KOR beta-arrestin recruitment, luminescence; higher % means a stronger effect; Kappa-type opioid receptor (Homo sapiens); 280,000 compounds, 0.02% hits; in the data active = activation above about 50%, passing the limit was not always enough; note: a part of the inactive calls stands beside numbers as strong as those of hits
# NOD1 inhibition = NOD1 signaling inhibitors, primary screen, cell-based, luminescence, uHTS (AID 1578). NOD1-driven NF-kB luciferase reporter cells, luminescence; higher % means a stronger effect. inhibition, % at 4 µM; hits with a dose series show EC50 in µM. 290,000 compounds, 1% hits; in the data active = inhibition mostly above about 36%, no sharp cut-off; inactive = mostly below about 34%;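 note: HEK-293T reporter cells stimulated with the NOD1 agonist gamma-tri-DAP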
# KOR beta-arrestin-2 = KOR antagonists, beta-arrestin recruitment, cell-based, luminescence, uHTS (AID 1778); Kappa-type opioid receptor (Homo sapiens); KOR beta-arrestin recruitment, luminescence, antagonist mode; higher % means a stronger effect; one-dose inhibition, % at 10 µM; IC50 in µM for titrated hits; 290,000 compounds, 0.091% hits; note: strong numbers were not always called active
# HEK293 NOD2/NF-kB = NOD2 signaling inhibitors, cell-based, luminescence, uHTS, HEK293 (AID 1566) | inhibition, % at 4 µM, or EC50 in µM where a hit was titrated | 290,000 compounds, 0.63% hits | HEK293 NOD2/NF-kB luciferase reporter, luminescence; higher % means a stronger effect; note: many of its hits are not listed in these tables
# P. falciparum M17LAP = P. falciparum M17LAP inhibitors, primary screen, biochemical, fluorogenic H-Leu-NHMec substrate, 1536-well (AID 1619) | Leucine aminopeptidase (Plasmodium falciparum (isolate 3D7)) | recombinant M17LAP, H-Leu-NHMec fluorogenic kinetic assay; higher % means a stronger effect | inhibition, % at 30 µM; hits with a dose series show IC50 in µM | 220,000 compounds, 0.38% hits;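 active = compound inhibiting the enzyme by more than half at any dose during confirmatory dose-response retesting; inconclusive = strong single-dose inhibitors picked by rank but not retested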;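 note: plate controls were full reaction with DMSO carrier for no effect and no enzyme background for full effect; strong numbers were not always called active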
# Dynein cargo inh cytoplasmic EGFP = second read-out of Dynein cargo inh, no call of its own (marks repeat the call); z-score; measured here: cytoplasmic GR-EGFP intensity; hits give high values
# Dynein cargo inh nuclear GR-EGFP = further read-out of Dynein cargo inh, marked with its call; z-score; measured here: nuclear GR-EGFP intensity;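 lower value marks the stronger effect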
# Dynein cargo inh cell count = also measured in Dynein cargo inh; calls as there; z-score; measured here: cell count per field
# Active calls of the source: *; ? = inconclusive; / = no result given; [ ] = another dose, or the depositor's remark. Cut-off read from the data, not from the text of the source, unless noted: active = inhibition above about 50%; inactive = the rest.
structure	Dynein cargo inh	Dynein cargo inh cytoplasmic EGFP	Dynein cargo inh nuclear GR-EGFP	Dynein cargo inh cell count	AID2073	GPR55 activation	M1AAP inhibition	KOR beta-arrestin-1	NOD1 inhibition	KOR beta-arrestin-2	HEK293 NOD2/NF-kB	P. falciparum M17LAP
COc1ccc(Cl)cc1NC(=O)c1cc(-c2ccccc2O)n[nH]1	-1	-0.31	0.0072	1.3	-8%	-0.2%	5%	3.3%	22%	-49%	-2%	-16%
COc1cccc(C(=O)Nc2nc(C)cs2)c1	0.12	-0.22	0.21	-0.43	-7%	0.3%	4%	-0.9%	-77%	32%	-113%	19%
Cc1nn(C(=O)c2ccc([N+](=O)[O-])cc2)c(C)c1Br	-0.86	-0.16	-0.48	1.1	-3%	0.0%	2%	-0.6%	-12%	4%	-2%	2%
NC(=O)C12CCCC(Br)(CCC1)C2	-0.57	-0.24	0.55	-0.24	0%	0.3%	0%	4.6%	1%	17%	12%	-7%
CNC(=O)CC1C(=O)N(c2ccc(F)cc2)C(=S)N1NC(=O)c1ccc(Cl)cc1 (stereo not drawn)	/	/	/	/	5%	-0.1%	/	0.6%	-12%	8%	5%	/
COC(=O)c1ccc(Nc2nc(C)cc(=O)[nH]2)cc1	-0.43	-0.27	-0.33	-0.16	21%	0.2%	1%	1.6%	-29%	19%	2%	-5%
Cc1cccc(C(=O)NC2CC3CCCC(C2)N3C(=O)NC2CCCCC2)c1 (stereo not drawn)	0.63	-0.15	0.87	0.14	0%	-0.1%	5%	12%	-22%	14%	13%	-11%
CSCC[C@H](NC(=O)c1cc2c([nH]c3ccccc32)c(-c2ccccc2)n1)C(=O)O	/	/	/	/	19%	0.0%	/	-2.0%	-6%	0%	7%	/
Cc1ccc(/C=C/C(=O)NCc2ccc3c(c2)OCO3)o1	0.083	-0.26	-0.21	-0.23	24%	0.6%	4%	-1.7%	-9%	/	5%	10%
C=CCn1cc(C(=O)NCCCN(CC)CC)c(=O)c2cc(S(=O)(=O)N3CCC(C)CC3)ccc21	/	/	/	/	-6%	-0.1%	/	1.7%	-22%	-13%	12%	/
CCOc1ccc2nc(/N=C/c3nc(-c4ccc(Br)cc4)oc3O)sc2c1	-0.47	1.2	0.5	-0.39	29%	0.2%	-1%	-1.2%	-46%	8%	-18%	2%
CCn1cc([N+](=O)[O-])c(C(=O)Nc2ccc(Cn3nc(C)cc3C)cc2)n1	0.21	-0.22	0.39	0.077	-2%	0.3%	1%	0.9%	-36%	-15%	1%	13%
On1c(-c2ccccc2Cl)nc2ccccc21	0.46	-0.13	-0.095	0.022	-1%	0.2%	1%	-2.3%	-16%	-10%	10%	-2%
CCOC(=O)C1CCCN(C(=O)CCCn2nnnc2CN2CCOCC2)C1 (stereo not drawn)	/	/	/	/	5%	-0.2%	/	0.7%	45%*	20%	10%	/
CN(c1ccccc1C(=O)O)S(=O)(=O)c1ccc2c3c(cccc13)C(=O)N2	-0.11	-0.2	-0.12	-0.066	21%	0.7%	11%	-3.4%	-11%	27%	5%	-6%
CC(C)CN1C=C2C(=O)C(C)(OC(=O)CCc3ccccc3)C(=O)C=C2C=C1c1ccc(C#N)cc1 (stereo not drawn)	-0.096	-0.75	-0.0077	-0.15	11%	-0.1%	11%	-0.6%	-13%	6%	1%	-12%
COc1ccc(C(=O)Nc2nc3nccc(-c4ccccc4)n3n2)cc1	0.12	-0.22	0.31	-0.46	9%	-0.3%	0%	-2.5%	-33%	5%	8%	-1%
Oc1ccc(Cl)cc1C=Nc1ccc(Br)cc1	-0.082	-0.28	0.17	-0.28	-3%	0.5%	2%	11%	-24%	-24%	6%	-5%
Cc1cccc(OCc2nc3ccccc3c(=O)n2N)c1	-0.66	0.044	-0.21	0.72	10%	-0.1%	-9%	2.6%	-26%	-48%	-18%	4%
CCc1ccccc1NC(=O)CSc1nnc(-c2cc(C)[nH]n2)n1N	/	/	/	/	5%	-0.1%	/	-1.8%	-7%	16%	12%	/
O=C(NCC(=O)N(Cc1ccccc1)C(C(=O)NC1CCCCC1)c1ccco1)c1ccco1 (stereo not drawn)	1.3	-0.26	0.66	0.57	4%	-0.1%	-3%	0.3%	7%	-11%	-8%	10%
Cc1ccc2cccc(OC(=O)c3ccc4c(c3)OCCO4)c2n1	-0.63	-0.13	-0.21	0.44	12%	0.8%	-2%	-1.4%	25%	7%	6%	-11%
COc1ccc(OC)c(Cc2nnc(CCC(=O)N3CCC(N4CCCCC4)CC3)o2)c1	-0.49	0.14	-0.04	-0.38	-15%	-0.1%	-4%	/	-4%	-1%[20 µM]	16%	-2%
CCCC/S(C)=N/S(=O)(=O)c1ccc(C)cc1 (stereo not drawn)	-0.094	-0.29	0.61	0.29	7%	0.0%	3%	2.4%	-26%	31%	16%	0%
Cc1cc(NCCCN2CCOCC2)n2c(nc3ccccc32)c1C#N	-0.27	-0.2	0.13	-0.11	18%	0.2%	11%	-3.0%	-9%	16%	-2%	-179%
CSc1nnc(-c2ccc(NC(=O)CCc3ccccc3)cc2)n1C	0.34	-0.22	0.54	-0.0025	-5%	-0.1%	?	-3.6%	-7%	14%	8%	-9%
C=CCn1c(=N)n(CC(O)c2ccco2)c2ccccc21 (stereo not drawn)	-1.2	0.047	-0.42	1.4	2%	0.2%	7%	-1.1%	1%	16%	6%	-1%
Cn1ccnc1SCC(=O)c1ccc(OC(F)F)cc1	/	/	/	/	16%	0.2%	/	-4.3%	-9%	22%	-13%	/
Cc1cc(C(=O)Nc2ccccc2N2CCOCC2)c2ccccc2n1	-1.4	-0.2	-0.81	0.28	-2%	-0.1%	1%	2.8%	5%	29%	23%	0%
CN1C(=O)/C(=C\c2cccc(OCc3ccccc3)c2)SC1=S	/	/	/	/	9%	-0.1%	/	1.9%	4%	-2%	19%	/
CN1C(=O)C(CC(=O)NC2CCCCC2)SC1=Nc1ccccc1 (stereo not drawn)	-0.51	-0.26	-0.53	0.74	10%	0.2%	-2%	6.5%	36%	-20%	5%	14%
COc1ccc(NC(=O)C(c2ccc(OC)cc2)N(C)C(=O)c2cnccn2)cc1 (stereo not drawn)	-0.37	-0.11	0.23	-0.72	-7%	0.3%	6%	2.3%	/	-17%	5%	5%
CCC(C)C(NC(=O)C1CCC(=O)N1C(=O)OCc1ccccc1)C(=O)NC(Cc1ccccc1)C(N)=O (stereo not drawn)	/	/	/	/	11%	0.1%	/	-4.5%	-26%	2%	15%	/
O=S(=O)(c1ccc(Cl)cc1)c1nc(-c2ccco2)oc1N1CCOCC1	0.47	-0.22	0.66	0.38	3%	0.0%	2%	4.3%	-5%	13%	9%	16%
CCO[C@@H]1OC(C(=O)NCc2nc3ccccc3[nH]2)=C[C@H](c2ccc(C(F)(F)F)cc2)[C@H]1CCCO	-0.87	-0.29	-0.28	0.28	8%	0.6%	-1%	-0.3%	-26%	-25%	19%	-5%
Cc1ccc(N(CCC(=O)O)S(=O)(=O)c2cccc(C(F)(F)F)c2)cc1	1.4	-0.089	1.2	-2	-2%	0.3%	2%	1.4%	-4%	-44%	0%	-12%
COc1ccccc1C1CC(=O)Nc2cc3c(cc21)OCCO3 (stereo not drawn)	1.1	-0.19	0.45	0.25	?	0.2%	6%	1.0%	0%	-121%	4%	18%
O=C1CC(N2CCc3ccccc32)C(=O)N1c1ccccc1 (stereo not drawn)	0.6	-0.27	0.88	-0.66	-16%	-0.1%	4%	0.9%	-10%	18%	4%	-9%
COc1cccc(C2=NOC(C(=O)N3CCN(Cc4ccccc4)CC3)C2)c1OC (stereo not drawn)	-1.4	0.52	-0.3	0.048	-6%	-0.3%	3%	-1.4%	/	-1%	2%	5%
COC(=O)[C@@]1(Cc2ccc(F)cc2)[C@H]2c3cc(C(=O)N4CCCC4)n(CCc4c[nH]c5ccc(OC)cc45)c3C[C@H]2CN1C(=O)c1ccccc1	0.92	-0.26	0.74	0.093	11%	-0.1%	13%	1.7%	-34%	-36%	6%	-6%
CCc1ccc(NC2Nc3cc(C)nn3S2)cc1 (stereo not drawn)	-0.54	-0.27	-0.21	0.24	-10%	0.8%	11%	0.0%	-43%	5%	-129%	-2%
CCN(CCNC(=O)C1CCCN(Cc2nc(-c3ccc(OC)cc3)oc2C)C1)c1ccccc1 (stereo not drawn)	-0.21	-0.33	0.053	0.59	-11%	0.5%	22%	-0.8%	-10%	-17%	4%	4%
O=C(CN1C(=O)c2ccccc2C1=O)NCc1ccc(N2CCOCC2)cc1	-0.83	-0.18	-0.36	0.9	1%	0.2%	1%	-1.6%	-3%	18%	19%	-2%
COC(=O)c1cc(=O)c2c(C)nc(C(Cl)(Cl)Cl)nc2[nH]1	-1	-0.32	-0.14	1.2	-10%	0.0%	5%	1.4%	-22%	-35%	0%	0%
O=C(NCCc1nc2ccccc2[nH]1)C1CCC(=O)N(CCc2cccc(F)c2)C1 (stereo not drawn)	/	/	/	/	-10%	-0.1%	/	-3.8%	-27%	9%	2%	/

# High-throughput results from PubChem BioAssay.

# Not all compounds are listed. The share of hits here may be higher or lower than overall.
